# DAGLB inhibitor: DAGLB lipase inhibitors, primary screen, biochemical, fluorescence, HTS; Diacylglycerol lipase-beta (Homo sapiens), Q8NCG7; HEK293T DAGLB membrane lysate, EnzChek fluorogenic substrate; inhibition, % at 5.17 µM; 340,000 tested, 0.059% active; in the data active = inhibition above about 34%;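 note: 0% = enzyme with vehicle and 100% = wells lacking enzyme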
# Target sequence (Q8NCG7 whole entry, looked up): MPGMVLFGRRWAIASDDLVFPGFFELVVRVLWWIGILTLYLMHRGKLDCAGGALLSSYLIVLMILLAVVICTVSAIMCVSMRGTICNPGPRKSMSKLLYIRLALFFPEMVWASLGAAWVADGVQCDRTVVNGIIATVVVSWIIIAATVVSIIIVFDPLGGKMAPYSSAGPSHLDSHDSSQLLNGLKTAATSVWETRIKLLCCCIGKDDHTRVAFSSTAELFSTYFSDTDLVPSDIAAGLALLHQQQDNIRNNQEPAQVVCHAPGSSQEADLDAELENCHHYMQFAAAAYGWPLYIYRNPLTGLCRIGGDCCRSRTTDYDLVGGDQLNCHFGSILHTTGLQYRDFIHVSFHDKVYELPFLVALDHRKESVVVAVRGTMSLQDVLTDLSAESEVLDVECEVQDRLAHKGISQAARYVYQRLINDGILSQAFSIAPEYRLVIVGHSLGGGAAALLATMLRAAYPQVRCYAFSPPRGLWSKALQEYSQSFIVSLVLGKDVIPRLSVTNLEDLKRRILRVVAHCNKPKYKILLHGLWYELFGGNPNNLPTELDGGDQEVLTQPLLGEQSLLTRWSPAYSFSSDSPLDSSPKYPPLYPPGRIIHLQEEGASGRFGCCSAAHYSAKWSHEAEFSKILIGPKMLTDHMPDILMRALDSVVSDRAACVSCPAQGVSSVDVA
# Keap1 Nrf2 FP: Keap1-Nrf2 protein-protein interaction inhibitors, primary screen, biochemical, fluorescence polarization, single point; Kelch-like ECH-associated protein 1 (Homo sapiens), Q14145; Keap1 Kelch-Nrf2 peptide fluorescence polarization, 1536-well; inhibition, % at 9.4 µM; 340,000 tested, 0.15% active; AID 504523, 2011; in the data active = inhibition above about 12%; inconclusive = no clear call, values can overlap the other calls; inactive = below about 7.3%;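 note: human Keap1 Kelch domain with fluorescein labeled Nrf2 9mer peptide probe; 0% = neutral control wells and 100% = peptide positive control; higher means more block of Keap1 binding to Nrf2 peptide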
# PKA-R2B act: activators of PKA-R2B holoenzyme, primary screen, biochemical, fluorescence polarization, Cy5-IP20, human; cAMP-dependent protein kinase catalytic subunit beta (Homo sapiens) + cAMP-dependent …; PKA-R2B holoenzyme dissociation; R2B truncated from residue 108, S112A mutant; 0% DMSO only, 100% 113 µM cGMP; activation, % at 11.4 µM; 340,000 tested, 0.079% active;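 active = activation above a cutoff set at the mean over all compounds plus 3 SD, cut at about 18% in these data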;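 note: higher means more holoenzyme dissociation and a rise in polarization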
# Rtt109 HAT inh: inhibitors of C. albicans Rtt109/Vps75 HAT, primary screen, biochemical, ThioGlo CoA-SH fluorescence, plate reader; Histone acetyltransferase RTT109 (Candida albicans (strain SC5314 / ATCC MYA-2876)), …; purified Rtt109/Vps75, 4 h; inhibition, % at 34.9 µM; 330,000 tested, 0.16% active; AID 540336, 2011;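 active = inhibition of at least 50% in every replicate; inconclusive = best replicate reaches 50% inhibition but some replicates fall short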
# Target sequence (Q5AAJ8 whole entry, looked up): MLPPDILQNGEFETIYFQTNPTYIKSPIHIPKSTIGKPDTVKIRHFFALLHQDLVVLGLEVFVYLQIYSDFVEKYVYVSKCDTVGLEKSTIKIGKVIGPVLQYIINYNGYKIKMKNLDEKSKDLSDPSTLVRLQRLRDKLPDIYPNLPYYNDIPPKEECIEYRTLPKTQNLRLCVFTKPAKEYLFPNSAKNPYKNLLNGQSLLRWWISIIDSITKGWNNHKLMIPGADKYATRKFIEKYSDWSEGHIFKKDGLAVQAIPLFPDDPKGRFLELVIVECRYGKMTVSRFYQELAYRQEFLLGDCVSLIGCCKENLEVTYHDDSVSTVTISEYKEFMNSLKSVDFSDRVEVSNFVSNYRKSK
# C-LANA FP: inhibitors of KSHV C-LANA binding to DNA, primary screen, biochemical, fluorescence polarization, FAM-LBS DNA, MBP-C-LANA, single point. 340,000 tested, 0.078% active. inhibition, % at 9 µM. Kaposi's sarcoma herpesvirus LANA C-terminal domain (residues 932-1162) DNA binding;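 active = highest replicate inhibition at or above 60% at 9 µM, even if other replicates fall short; inactive = all replicates below 60% inhibition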;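 note: 0% = neutral control wells and 100% = 4 µM acridine orange control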
# RTF Ca sens act: cardiac RTF calcium sensitivity activators, primary screen, biochemical, IANBD-TnC fluorescence, EC20 calcium; 340,000 tested, 0.24% active; Troponin I, cardiac muscle (Homo sapiens) + Troponin T, cardiac muscle (Homo sapiens) + …; IANBD-labeled TnC RTF fluorescence at EC20 calcium; 0% EC20 calcium, 100% full calcium; AID 493008, 2010; activation, % at 7.2 µM;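 active = activation above the mean over all tested compounds plus 3 SD, cut at about 30% in these data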;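 note: rise in fluorescence read as greater calcium sensitivity of cardiac thin filaments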
# SR-BI DiI-HDL act: activators of SR-BI mediated DiI-HDL uptake, primary screen, ldlA[mSR-BI] CHO cells, DiI fluorescence; 3 h; 100 = double the neutral-control signal; activation, % at 12.5 µM; 320,000 tested, 0.096% active; AID 504775, 2011;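 active = mean replicate activation of at least 60% and every replicate at or above 60%; inconclusive = mean or all-replicate condition met, but not both; inactive = mean below 60% and not all replicates reaching 60%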;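 note: 0% = median plate neutral-control signal and 100% = twice that signal; values of inactives mirror those of a sister screen read the other way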
#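 System: LDL receptor-deficient CHO ldlA cells overexpressing murine SR-BI | Timing: 3 h uptake period with compound, 37 °C | Medium: HEPES-buffered (25 mM, pH 7.4) F12 plus 0.5% BSA | Dosing: Single-point compound dose | Signal: Bottom-read fluorescence, 550/595 nm | Read-out: Retained DiI signal reflecting DiI-HDL uptake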
# CAL PDZ FP-1: untagged CAL PDZ binding inhibitors, primary screen, biochemical, fluorescence polarization, HTS; purified CAL PDZ, TMR-peptide fluorescence polarization, 1 h; Golgi-associated PDZ and coiled-coil motif-containing protein (Homo sapiens), Q9HD26; 300,000 tested, 0.92% active; inhibition, % at 24.9 µM; AID 602252, 2012;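 active = mean inhibition of at least 30% with at least half of replicates also reaching 30%; inconclusive = no clear call, values can overlap the other calls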;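 note: 0% = DMSO neutral control and 100% = excess unlabeled competitor peptide PRC23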
# Cardiac RTF inh: cardiac RTF calcium sensitivity inhibitors, primary screen, biochemical, IANBD-TnC fluorescence, EC70 calcium | IANBD-labeled cardiac RTF, Ca2+ fluorescence | 340,000 tested, 0.12% active | inhibition, % at 7.15 µM;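 active = inhibition above the mean inhibition of all tested compounds plus 3 SD, cut at about 17% in these data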;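 note: assay run at fixed EC70 calcium of 1.6 mM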
# CAL PDZ FP-2: CAL PDZ peptide-binding inhibitors, primary screen, biochemical, fluorescence polarization, Cer-tagged CAL PDZ, HTS; AID 504414, 2011; Golgi-associated PDZ and coiled-coil motif-containing protein (Homo sapiens), Q9HD26; 330,000 tested, 0.02% active; inhibition, % at 20 µM; purified CAL PDZ, TMR-peptide fluorescence polarization, 1 h;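 active = highest replicate inhibition of at least 40%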;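 note: plate controls were DMSO neutral control wells for no effect and unlabeled competitor peptide control wells for full effect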
#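 Material: tagged CAL PDZ domain; buffer or medium: 25 mM sodium phosphate pH 7.4, 150 mM NaCl, TCEP, IgG, Thesit; compound dosing: single point, 20 µM; schedule: 1 h incubation at room temperature before polarization reading; measured by: FP readout, S and P plane fluorescence; read-out basis: percent inhibition from loss of millipolarization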
# An asterisk follows results filed as active; u = inconclusive; x = no result given. Rows are unselected; 1.6% or so of the library scored in one or more.
structure	DAGLB inhibitor	Keap1 Nrf2 FP	PKA-R2B act	Rtt109 HAT inh	C-LANA FP	RTF Ca sens act	SR-BI DiI-HDL act	CAL PDZ FP-1	Cardiac RTF inh	CAL PDZ FP-2
O=C1c2cccc(NCCNCCO)c2C(=O)c2cccc(NCCNCCO)c21	0	-5	-11	1	-39	-6	0	-8	-9	1.6
CC(Oc1ccc(C(=O)NC2CCCCC2)cc1)C(=O)O (stereo unspecified)	2	-3	-5	-4	-0.6	-2	x	0	6	-2.3
COC(CNC(=O)c1ccc2c3c(onc13)-c1ccccc1C2=O)OC	15	101*	-3	-7	-2.0	0	-49	x	-3	-0.5
CC(=O)Nc1ccc(C(=O)CSc2nnc(-c3ccccc3F)n2CCc2ccccc2)cc1	-2	-4	2	7	-0.2	0	x	-9	0	-3.6
NC(=O)CNc1n[nH]c(=S)[nH]c1=O	0	-7	-2	x	1.3	-1	-3	-2	-4	-3.3
CC(C)COP(=O)(OCC(C)C)C(O)c1ccc(F)cc1 (stereo unspecified)	-5	0	7	7	1.7	4	-1	17	-12	-0.4
Nn1c(SCC(=O)Nc2ccc(N3CCOCC3)cc2)nnc1-c1cccc(F)c1	0	-6	-3	2	1.5	-2	4	1	-6	-1.7
CCc1ccc2c(c1)[C@]1(C(=O)N2)[C@@H]2C(=O)N(Cc3ccccc3)C(=O)[C@@H]2[C@@H]2CCCN21	3	6	13	8	-1.3	0	33	-3	3	-1.0
CCCn1c(O)c2ccc(C(=O)N=NC(=O)c3cccnc3)cc2c1O	1	0	4	-16	1.1	-1	-44	-1	2	-0.3
COC(=O)C1=C(C(=O)OC)[C@@H]2N(Cc3ccccc3)c3ccccc3[C@@]23C[C@@H](C(=O)OC)N(C(C)=O)C3=N1	-2	-5	-3	-3	2.1	3	-6	-3	-9	0.2
CCC(=O)N1CCN(c2nc3ccc(Br)cc3s2)CC1	-1	-7	0	2	1.4	0	-8	-2	-1	-2.2
O=C(Nc1cccc(Cl)c1)Nc1nnc(CSCCOc2ccc(Cl)cc2)s1	-3	-2	1	-3	0.7	-2	-62	-3	1	-0.4
COc1ccc(Cc2nnc(NC(=O)Cn3cnc4c3c(=O)n(C)c(=O)n4C)s2)cc1	1	-3	-6	5	-0.4	3	15	x	0	0.0
O=C(Nc1ccc(Nc2ccccc2)cc1)N1CCOCC1	2	-7	-6	-3	-2.4	15	12	1	-13	-3.1
CC1CCCCC1NC(=O)COC(=O)c1ccc(S(=O)(=O)NCc2ccco2)cc1 (stereo unspecified)	2	3	5	-17	0.2	-1	43	-9	-2	0.4
CCOC(=O)C1CCCN(C(=O)c2ccc([N+](=O)[O-])c(C)c2)C1 (stereo unspecified)	-1	-3	4	-3	-0.8	2	-10	-3	-8	-0.8
CCN(Cc1cn2cccnc2n1)C1CCCCC1	-1	-4	-4	-2	-0.3	1	2	0	2	-0.9
C=CCn1c(CNc2ccccc2)nnc1SCC(=O)N/N=C/c1ccc(O)cc1O	4	6	1	10	-0.1	-1	16	x	-6	-0.5
CCc1nc(C(N)=O)c2[nH]c(=O)n(-c3ccccc3F)c2n1	-2	0	6	-4	0.2	5	16	x	-7	-0.7
CN(C(=O)c1cccc(S(=O)(=O)NCc2ccccc2)c1)C1CCCCC1	-12	-1	-3	3	2.5	-6	5	-2	-4	-1.5
C=CC[C@H](CC(=O)N(CCO)Cc1ccccc1)C(=O)NCCOC(=O)[C@H](CC=C)CC(=O)OC(C)(C)C	-4	5	0	4	-0.3	15	-5	-4	-14	-0.2
Nc1nnnn1/N=C/C(Br)=C/c1ccccc1	0	-3	-12	3	1.8	6	u	1	-9	0.1
COc1ccccc1NC(=O)CC1C(=O)NCCN1C(=O)Nc1ccc(Cl)c(Cl)c1 (stereo unspecified)	3	-2	-2	2	-2.0	8	-18	-1	5	-2.2
COc1ccc(S(=O)(=O)NCc2ccncc2)cc1NC(=O)c1ccccc1F	0	-1	0	-7	-0.1	2	-31	-4	-3	0.7
O=C(COc1ccc(F)cc1Br)N1CCN(c2ncccn2)CC1	-5	-2	4	4	-1.6	1	1	-2	-20	-0.8
O=C(NCc1ccco1)Oc1ccccc1	1	-3	-2	0	-2.0	3	9	x	-3	-1.4
CCOC(=O)N1CCN(C(=S)NC(=O)C2CCCC2)CC1	-3	0	-1	-7	1.9	-4	x	-1	3	-1.6
Cc1ccc(/C=C2\Oc3cc(OC(=O)N4CCOCC4)ccc3C2=O)cc1	0	-2	1	3	0.9	5	47	-1	9	-0.6
CC(c1ccccc1)C1OCC(C[N+]2(C)CCCCC2)O1 (stereo unspecified)	-1	1	-5	5	0.0	-5	-4	-3	1	-1.2
Cc1ccc(NC(=O)c2ccccc2SCC(=O)N2CCCC2)cc1S(=O)(=O)N(C)C	1	-4	-8	2	-2.0	-1	10	-2	-5	-2.9
Cc1cccc(NC(=S)NC2CC3CCCC(C2)N3Cc2cccs2)c1 (stereo unspecified)	-2	-1	-14	x	-0.2	-6	-17	1	2	-3.1
CCSC1=C(C#N)C2(CCCC2)C(C#N)=C(N)N1	-3	-7	-2	-3	-4.2	1	-31	-8	-1	0.8
CCOC(=O)c1[nH]cnc1C(=O)Nc1ccccn1	3	-4	-10	-7	1.6	17	-6	-1	3	-1.4
CN(C)Cc1cccc([N+](=O)[O-])c1O	0	-5	3	8	0.2	0	3	-4	-9	-3.2
O=C(Cc1ccccc1[N+](=O)[O-])OCC(=O)c1c[nH]c2ccccc12	-1	1	-9	-6	0.1	0	-20	-6	-11	-3.9
CCCCN(C(=O)C1CCN(C(=O)c2ccccc2C)CC1)c1c(N)n(CCCC)c(=O)[nH]c1=O	5	-2	-3	-7	1.8	9	22	-1	-13	-1.7
O=S1(=O)N=C2CCCCCN2C(c2ccc(Cl)cc2)N1 (stereo unspecified)	-2	2	2	-5	-0.7	0	-2	-4	0	-0.7
Nc1cccc2c1C(=O)N(c1ccccc1)C2=O	0	-2	0	-6	3.1	17	-4	x	-15	0.1
CS(=O)(=O)NCCSCc1c(Cl)cccc1Cl	-1	-2	-17	7	-0.3	-7	-13	0	-4	-1.8
CCSc1nnc(NC(=O)CSc2nccn2-c2cccc(C)c2)s1	2	3	2	3	0.7	-3	31	1	-7	-1.1
O=C(NC1CC2CCCC(C1)N2Cc1ccccc1)c1cccc(F)c1 (stereo unspecified)	-3	1	-8	18	-1.0	-5	21	-6	5	-0.5
Cc1ccc(C)c(OCC(=O)Nc2nonc2NC(=O)COc2cc(C)ccc2C)c1	-2	-7	11	-1	-0.3	6	9	-2	-9	-3.9
O=C(COc1ccc2c(c1)OCO2)Nc1ccccc1C(F)(F)F	-17	1	-4	-1	-0.6	0	-14	-6	-16	-2.4
O=C(NC1CCCCCCC1)C1CCN(c2nc3ccccc3o2)CC1	-1	1	3	25	-0.5	6	-26	x	-2	-1.3
CCCCNC(=O)c1ccc(C)c(NC(=O)C2=C(C)OCCS2)c1	0	-1	2	-5	-1.2	6	-59	-3	-3	-1.5
CCCOc1cccc(C2/C(=C(/O)c3ccc(OC)cc3)C(=O)C(=O)N2CCN(C)C)c1 (stereo unspecified)	-1	-2	0	0	1.5	4	1	-4	6	-0.2
COc1cc(OC)c(C#N)c(S(=O)(=O)Cc2ccccc2)c1	-4	-8	-4	-4	0.9	7	-21	-4	-1	-0.1
CSCCC(NC(=O)c1ccccc1Cl)C(=O)NCC(c1ccc(F)cc1)N1CCOCC1 (stereo unspecified)	-1	-4	-7	-5	-0.7	-2	16	-1	-4	0.3
O=C(CN1C(=O)C2C3C=CC(C3)C2C1=O)OCC(=O)c1ccc([N+](=O)[O-])cc1 (stereo unspecified)	-3	8	5	-1	1.0	1	x	-3	-4	-2.5
COc1ccc(OC)c(NC(=O)N[C@H](Cc2ccccc2)C(=O)NN)c1	0	-4	-5	11	0.1	-2	-13	-4	1	-0.3
O=[N+]([O-])c1cccc(S(=O)(=O)NCCCN2CCOCC2)c1	2	-1	-1	5	-0.7	1	-5	-3	5	-0.7
COc1ccc(CN2C(=O)c3ccccc3C2=O)cc1	0	-4	-6	6	-2.9	-3	-14	-5	3	-1.1
Cc1ccc(S(=O)(=O)N2CCN(C(=O)C(C)Cn3cncn3)CC2)cc1 (stereo unspecified)	-1	-3	-2	6	0.5	-4	x	4	-5	-2.5
CCCC(=O)Nc1nc2ccc(S(=O)(=O)N3CCCCC3)cc2s1	5	1	-10	2	1.1	0	-8	x	-5	-0.3
COc1ccc(C2C(C(=O)N3CCOCC3)=C(C)NC3=C2C(=O)CC(C)(C)C3)cc1O (stereo unspecified)	3	-6	-3	-1	-1.7	14	23	-3	-15	-0.1
CCOC(=O)Nc1ccc2nc(Sc3ccc(Cl)cc3)sc2c1	-6	-4	-10	2	4.2	-7	-25	-1	0	-2.2
O=C(NC(=S)Nc1ccc(N2CCOCC2)cc1)c1cccc(Cl)c1	-2	-4	1	9	-1.1	1	-15	-1	1	0.5
CCC(=O)c1ccc(N2CCN(C(=O)c3cccc(F)c3)CC2)c(F)c1	-3	-5	-3	4	-1.9	1	-4	-5	4	x
O=C(C1CCCN(S(=O)(=O)c2ccccc2)C1)N1CCCCC1 (stereo unspecified)	0	-4	1	15	-0.4	-1	-11	-5	-4	-1.7
COc1ccc(-c2nnn(CC(=O)N(CCO)C(C(=O)NC3CCCC3)c3ccc(F)cc3)n2)cc1 (stereo unspecified)	-2	-4	-6	5	-0.6	-4	-10	-3	-2	-0.1

# Assay outcomes: PubChem, several laboratories
